Bioassay records from PubChem BioAssay.
FN deposition inh – fibronectin deposition inhibition; AH1F fibroblasts, Alexa488-fibronectin deposition fluorescence, overnight; inhibition, % at 12.6 µM; 350,000 tested, 0.086% active;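 active = mean inhibition across replicates of 30% or more, regardless of how many single replicates reach that level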;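 also: positive control wells lacked labelled fibronectin entirely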
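test system = AH1F fibroblasts assembling fluorescent fibronectin matrix | quantity = 10000 AH1F cells per well | buffer or medium = DMEM plus 2% serum, read in PBS | doses = single dose, pinned | incubation = 1 h cell attachment, overnight exposure to compound and label | detection = fluorescence at 485 nm excitation, 525 nm emission | read-out basis = inhibition from reduced deposited-fibronectin fluorescence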
F508del corr – CFTR F508del correction in bronchial cells; activity (quench increase), % at 7.58 µM; CFBE cells, YFP halide quenching; stimulated with forskolin plus potentiator P3; % fluorescence drop versus neutral controls; AID 720511; 350,000 tested, 0.36% active;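 active = mean added fluorescence quench of at least 8% versus neutral control, with both replicates also reaching 8%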;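 also: cells transiently co-express mutant CFTR-F508del with the halide-sensitive YFP; corrector assay measuring rescue of mutant channel to the surface after 24 h compound exposure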
The depositor's hits bear a star. The list is partial; the hit share may differ from the screen's.

Second line of a record: FN deposition inh	F508del corr
> COC(=O)c1cc2c(c3c4cc(C)ccc4n(S(=O)(=O)c4ccc(C)cc4)c13)C(=O)N(Cc1ccc(N(C)C)cc1)C2
  -7	0.7
> Cc1cc(NC(=O)Nc2cccc(Cl)c2)n(-c2ccccc2)n1
  -9	0.7
> CCOC(=O)[C@]12CCC=C1N(Cc1ccc(Cl)cc1Cl)C(=O)[C@H](CC(=O)NCc1cccc3ccccc13)C2
  1	-0.7
> COC(=O)C1(C(=O)OC)C/C=C\CN(S(=O)(=O)c2ccccc2[N+](=O)[O-])CCC1
  -4	-2.2
> CCCc1ccc(-c2cc(NC(=O)Cc3c(C)[nH]c4ccccc34)ccc2N(C)c2cccnc2)cc1
  8	-1.0
> CCCCc1c(-c2ccccc2OC)ncn1Cc1cccc(C)c1
  4	0.1
> COC(=O)C1=C(C)N(C)C(=NCc2ccc(OC)cc2)NC1c1ccc(Cl)cc1 (centres undefined)
  -3	1.2
> Cc1ccccc1NC(=S)N(CCN1CCCCC1)Cc1ccco1
  -13	4.4
> COC(=O)[C@]12C[C@H](CC(=O)N3CCC(c4ccccc4)CC3)C(=O)N(Cc3ccc4c(c3)OCO4)C1=C[C@H](C(C)(C)C)O[C@@H]2C
  0	-1.7
> CSCCC(c1nc2ccccc2[nH]1)n1c(=O)c(-c2cc3ccccc3[nH]2)nc2ccccc21 (centres undefined)
  4	3.8
> COC(=O)[C@]12C[C@H](CC(=O)NCc3cccc(C(F)(F)F)c3)C(=O)N(CCC3=CCCCC3)C1=C[C@H](C(C)(C)C)O[C@@H]2C
  1	-1.9
> O=C(C1=NN(c2ccccc2)C2C(=O)N(c3ccccc3)C(=O)C12)c1ccccc1 (centres undefined)
  -1	3.7
> CC(=O)N1CCN(c2ccc(N3CCN(C(C)=O)[C@H](C)C3)c(C)c2)[C@@H](C)C1
  -1	0.9
> O=C(Nc1ccccc1C(=O)NCc1ccco1)Nc1cccc2ccccc12
  1	-3.0
> COC(=O)C1=C(C)N(Cc2ccccc2C(F)(F)F)C(=NCc2ccccc2C(F)(F)F)NC1c1cccc(F)c1 (centres undefined)
  12	0.5
> COc1ccc(-c2ccc3c(n2)CCCN3S(=O)(=O)c2ccc(F)cc2)cc1
  0	-0.3
> O=C(NC1CC1(c1ccccc1)c1ccccc1)c1ccccc1 (centres undefined)
  -1	-0.1
> CC(=O)N1CCN(c2ccc(N3CCN(Cc4ccccc4)[C@@H](C)C3)c(C)c2)[C@H](C)C1
  0	-3.8
> NNC(=O)c1ccc(-c2ccccc2F)cc1
  -6	1.4
> COC(=O)C1=C(C)N(Cc2ccccc2C(F)(F)F)C(=NCc2ccc(OC)cc2)NC1c1cccc(C(F)(F)F)c1 (centres undefined)
  -14	0.4
> COC(=O)c1cc2c(c3c4ccccc4n(S(=O)(=O)c4ccc(OC)cc4)c13)C(=O)N(Cc1ccccc1OC)C2
  -3	-1.5
> COc1ccc(CCNS(=O)(=O)c2cc(C(=O)O)c(Cl)cc2Cl)cc1
  -3	-2.0
> COC(=O)[C@@]12C[C@@H](CC(=O)N3CCCC3)C(=O)N(Cc3cccc4ccccc34)C1=CCC(C)(C)C2
  -13	-0.2
> COc1ccc2c(c1)[C@@H](NC(=O)c1ccncc1)[C@H](C)[C@H]2c1ccccc1
  4	-4.4
> CCOC(=O)C(Cc1ccc(O)c([N+](=O)[O-])c1)N1C(=O)c2ccccc2C1=O (centres undefined)
  2	-2.6
> COC(=O)c1cc2c(c3c4ccccc4n(S(C)(=O)=O)c13)C(=O)N(Cc1ccccc1)C2
  7	0.3
> NCC1OC(n2cnc3c(N)ncnc32)CC1O (centres undefined)
  -4	2.2
> NC1=NC(c2ccc([N+](=O)[O-])cc2)N(c2ccc(F)cc2)C(N)=N1 (centres undefined)
  -11	-0.7
> COc1ccc(OC)c(CN2C(=O)CSCC2(C)C(=O)NC(C)C)c1 (centres undefined)
  8	0.1
> COc1ccc2c(c1)c[n+](C)c1c3cc(OC)c(OC)cc3ccc21
  -3	2.0
> CCCCCOc1ccc(/C=c2\sc3nc(=O)c(-c4ccccc4)nn3c2=O)cc1OC
  10	-2.9
> Cc1csc2ncnc(NNC(=O)c3ccc(Cl)cc3)c12
  0	2.8
> CCOC(=O)C1=C(C(=O)OCC)C2N(Cc3ccc(C(F)(F)F)cc3)c3ccccc3[C@@]23C[C@@H](C(=O)OC)N(S(=O)(=O)c2cccs2)C3=N1 (some centres undefined)
  -3	-1.2
> COc1ccc(C(=O)NC(=S)NCc2ccco2)cc1
  2	-0.9
> CCn1cc(C(=O)N2CCc3ccccc3C2)c(=O)c2cc(S(=O)(=O)N3CCCCC3)ccc21
  -1	-0.5
> Cc1ccc(/C=N/NC(=O)CSc2nc3ccccc3s2)o1
  4	2.9
> COC(=O)c1c(NC(=O)CSc2nc3ccccc3c(=O)n2Cc2ccco2)sc(C)c1C
  -8	-3.8
> Cc1cc2nc(-c3ccc(SCC(=O)Nc4ccc(S(=O)(=O)NC5CC5)cc4)nc3)[nH]c2cc1C
  3	-1.1
> COC(=O)[C@]12C[C@H](CC(=O)NCc3ccccc3)C(=O)N(Cc3ccc4c(c3)OCO4)C1=C[C@H](C(C)(C)C)O[C@@H]2C
  -4	4.0
> Cc1ccccc1C(=O)N1CCC(C(=O)OCc2ccccn2)CC1
  1	-0.6
> NC(=O)c1c(N)[nH]c(C(=O)c2ccccc2)c1-c1ccccc1
  5	0.8
> CC1(C)Cc2c(sc3nc(C4CC4)n(N)c(=O)c23)CO1
  12	-1.3
> S=C(c1cccs1)N1CCN(c2ccccc2)CC1
  -4	-0.7
> COc1ccc2c(c1)[C@@]1(OCCC=C[C@H]1C)C(=O)N2Cc1ccccc1C(F)(F)F
  3	-1.2
> Cc1cccc(NC(=O)CNC(=O)[C@@H](Cc2ccccc2)NC(=O)[C@H]2O[C@@H](n3ccc(N)nc3=O)[C@H](O)[C@@H]2O)c1C
  3	0.6
> Cc1cc(N2CCN(C(=O)OC(C)(C)C)C[C@@H]2C)ccc1Br
  -8	-4.1
> CCN=C1NC(c2ccc(F)cc2)C(C(=O)OC)=C(C)N1Cc1ccccc1C(F)(F)F (centres undefined)
  -10	1.8
> Clc1ccc(-c2nc3c4ccccc4ccn3c2Cc2cccc(Cl)c2)cc1
  16	-0.3
> CCOC(=O)/C(C#N)=C/C1=C(N2CCOCC2)C(C)(C)OCC1
  0	2.2
> CNC(=S)NCCc1ccccc1
  6	-5.2
> Nc1nc(CN2CCN(C(c3ccccc3)c3ccccc3)CC2)nc(Nc2ccccc2)n1
  2	2.0
> COC(=O)c1c(NC(=O)CC2Sc3ccc(C(F)(F)F)cc3NC2=O)sc(C)c1C (centres undefined)
  0	-0.6
> COC(=O)[C@]12C[C@H](CC(=O)NCCC(C)C)C(=O)N(Cc3ccc4c(c3)OCO4)C1=C[C@H](C(C)(C)C)O[C@@H]2C
  -4	-4.8
> CCCCNC(=O)C[C@H]1C[C@@]2(C(=O)OC)C(=C[C@H](COCc3ccccc3)O[C@@H]2C)N(CCC2=CCCCC2)C1=O
  0	2.4
> O=C(CN1C(=O)NC(c2ccccc2)(c2ccccc2)C1=O)NCc1ccco1
  5	-3.9
> CSc1ccc(OC2CCN(Cc3ccccc3)CC2)cc1
  4	4.9
> COc1cccc(Cn2cnc(-c3ccccc3OC)c2-c2ccco2)c1
  -8	0.2
> O=C(Nc1ccccc1)Nc1nc(-c2ccccc2)cs1
  4	-3.3
> CCN(CC)c1nc(NN)nc(Nc2ccc(C)c(Cl)c2)n1
  5	-5.0
> COC(=O)[C@@]12C[C@@H](CC(=O)N3CCOCC3)C(=O)N(CCc3ccc(OC)c(OC)c3)C1=CCC(C)(C)C2
  -5	-2.1

Sorted by heavy-atom count (lowest first): some entries from above
Second line of a record: FN deposition inh	F508del corr
> Cc1cc(N2CCN(C(=O)OC(C)(C)C)C[C@@H]2C)ccc1Br
  -8	-4.1
> COc1cccc(Cn2cnc(-c3ccccc3OC)c2-c2ccco2)c1
  -8	0.2
> CCN=C1NC(c2ccc(F)cc2)C(C(=O)OC)=C(C)N1Cc1ccccc1C(F)(F)F (centres undefined)
  -10	1.8

Next part
Second line of a record: FN deposition inh	F508del corr
> O=C(/C=C/Nc1ccc(Br)cc1F)c1ccccc1
  0	2.5
> CC(C)C[C@@H](CN1CCC[C@@H]1CN1C(=O)C(=O)NC[C@@H]1Cc1ccc(O)cc1)N1C[C@H](Cc2ccc(O)cc2)N(CC2CCCCCC2)C(=O)C1=O
  -2	-0.9
> COC(=O)[C@@]12C[C@@H](CC(=O)NCCc3ccccc3OC)C(=O)N(Cc3cccc4ccccc34)C1=CCC(C)(C)C2
  -1	0.1
> CS(=O)(=O)c1ccccc1-c1csc(N2CCC(C(N)=O)CC2)n1
  -7	-1.8
> CCCCCN(C(=O)CCc1cn(CCCCC)c2ccccc12)c1ccc(N(C)c2ccccn2)cc1
  -4	-0.9
> Cc1onc(-c2ccccc2Cl)c1C(=O)N1CCC(Cc2ccccc2)CC1
  -8	2.5
> CC(C)C[C@H]1CN(CCCC[C@@H]2CNC(=O)C(=O)N2CCc2ccccc2)C(=O)C(=O)N1CCC1CCCCC1
  -9	-0.9
> Cc1cc(=O)[nH]c(-c2ccc(Cl)cc2)n1
  -1	-1.3
> CN(Cc1ccccc1)Cc1ccccc1C(O)c1ccccc1 (centres undefined)
  7	-2.9
> CCOC(=O)[C@]12CCCC=C1N(Cc1ccco1)C(=O)[C@H](CC(=O)N1CCC(c3ccccc3)CC1)C2
  -5	-0.3
> COc1cc2c(cc1OC)CN(C(=O)/C=C/c1cccs1)CC2
  24	4.8
> Cc1ccc(C(CCNC(C)c2cccs2)c2ccco2)cc1 (centres undefined)
  -4	0.4
> O=[N+]([O-])c1ccc(Nc2cccc3c2[nH]c2c(-c4ccccc4)nccc23)c([N+](=O)[O-])c1
  6	-1.7
> Cc1ccc(S(=O)(=O)N2CCCCC2)cc1NC(=O)COC(=O)CNC(=O)c1cc(Cl)cc([N+](=O)[O-])c1
  -5	1.2
> CCNC(=S)NNC(=O)CSc1nc2ccccc2n1C
  0	-1.2
> O=C(N[C@H](C(=O)N1CCC[C@H]1C(=O)NC1CCCC1)C1CCCCC1)c1cccs1
  3	-4.2
> O=C(c1ccccc1)c1ccc(OCC(O)CNC2CCCc3ccccc32)cc1 (centres undefined)
  -3	-1.5
> COC(=O)c1ccc(S(=O)(=O)N2CCC(O)CC2)n1C
  0	-1.6
> COC(=O)c1cc2c(c3c4ccccc4n(S(=O)(=O)c4ccc(C)cc4)c13)C(=O)N(CC(C)C)C2
  6	0.9
> Cc1ccccc1-n1nc(C)c(N=O)c1N
  3	-1.8
> COc1cc(NC(=O)[C@@H](Cc2ccccc2)NC(=O)[C@H]2O[C@@H](n3ccc(N)nc3=O)[C@H](O)[C@@H]2O)cc(OC)c1OC
  0	-0.6
> COc1ccc(Cn2cc(CN3CCc4onc(-c5ccc(Br)cc5)c4C3=O)nn2)cc1
  -1	-0.4
> Cc1cc(N2CCN(C(=O)OC(C)(C)C)C[C@@H]2C)ccc1N1CCN(Cc2ccccc2)[C@H](C)C1
  10	3.3
> CCOC(=O)[C@]12CCCC=C1N(Cc1ccc(Cl)cc1Cl)C(=O)[C@H](CC(=O)N1CCN(C(=O)c3ccco3)CC1)C2
  11	0.3
> COC(=O)C1=C(C)N(C)C(=NCc2ccc(OC)cc2)NC1c1ccccc1 (centres undefined)
  3	0.4
> C[C@@H]1ON(C)[C@H]2C[C@H]3c4[nH]c5cccc(-c6ccccc6F)c5c4CCN3C(=O)[C@@H]12
  -10	-1.2
> COC(=O)[C@]12C[C@H](CC(=O)NCCC(C)C)C(=O)N(Cc3ccccc3)C1=C[C@H](C(C)(C)C)O[C@@H]2C
  -2	5.3
> COc1ccc(CCNC(=O)COC(=O)/C=C/c2ccc(OCC#N)c(OC)c2)cc1OC
  12	-0.4
> CCC(C)[C@H](NC(=O)NC1CCCc2ccccc21)C(=O)OC (some centres undefined)
  4	3.1
> COC(=O)c1cc2c(c3c4cc(F)ccc4n(S(=O)(=O)c4ccccc4)c13)C(=O)N(C)C2
  6	2.3

An excerpt taken from the entries so far, as a working copy:
Second line of a record: FN deposition inh	F508del corr
> COC(=O)c1cc2c(c3c4cc(C)ccc4n(S(=O)(=O)c4ccc(C)cc4)c13)C(=O)N(Cc1ccc(N(C)C)cc1)C2
  -7	0.7
> Cc1cc(NC(=O)Nc2cccc(Cl)c2)n(-c2ccccc2)n1
  -9	0.7
> CCOC(=O)[C@]12CCC=C1N(Cc1ccc(Cl)cc1Cl)C(=O)[C@H](CC(=O)NCc1cccc3ccccc13)C2
  1	-0.7
> COC(=O)C1(C(=O)OC)C/C=C\CN(S(=O)(=O)c2ccccc2[N+](=O)[O-])CCC1
  -4	-2.2
> CCCc1ccc(-c2cc(NC(=O)Cc3c(C)[nH]c4ccccc34)ccc2N(C)c2cccnc2)cc1
  8	-1.0
> CCCCc1c(-c2ccccc2OC)ncn1Cc1cccc(C)c1
  4	0.1
> COC(=O)C1=C(C)N(C)C(=NCc2ccc(OC)cc2)NC1c1ccc(Cl)cc1 (centres undefined)
  -3	1.2

The list continues.
Second line of a record: FN deposition inh	F508del corr
> O=C(CSc1ccc(-c2ccccc2)nn1)Nc1ccc2c(c1)OCCO2
  7	0.3
> Cc1ccc(/C=N/NC(=O)CSc2nc3ccccc3c(=O)n2-c2ccccc2)s1
  -3	0.3
> COC(=O)[C@]12C[C@H](CC(=O)NCCCN3CCCC3=O)C(=O)N(Cc3ccc4c(c3)OCO4)C1=C[C@H](C(C)(C)C)O[C@@H]2C
  -3	-3.0
> CC(=O)O[C@@H]1C=C[C@@H](C#Cc2ccc(C(C)(C)C)cc2)O[C@@H]1COC(=O)Nc1ccccc1
  6	-4.2
